Screening results deposited in PubChem BioAssay by several laboratories.
Rac1 wt GTP bind: wildtype Rac1 GTP binding modulators, primary screen, biochemical, GST-Rac1 beads, flow cytometry, multiplex; Ras-related C3 botulinum toxin substrate 1 (Homo sapiens), P63000; fluorescent GTP binding; actives lie on both sides; 0 = cold GTP competed, 100 = untreated; GTP binding activity (% of control), % at 10 µM; 190,000 compounds, 0.27% hits;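 active means GTP binding activity at least 20 points away from the 100% control level, either lower or higher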
Avidin bead fluor: green autofluorescence of compounds with avidin beads – biophysical, 488/530 nm, flow cytometry, artefact control, profiling panel | compound fluorescence 488/530 nm; hits give high values | fluorescence (KMESF) at 10 µM | 220,000 compounds, 0.38% hits | AID 1775, 2009; in the data active means fluorescence above about 47; further: inactives centre near 10
Mcl1 Noxa PPI: Mcl-1/Noxa binding inhibitors, primary screen, biochemical, TR-FRET, 1536-well; Induced myeloid leukemia cell differentiation protein Mcl-1 (Homo sapiens), Q07820; TR-FRET Mcl-1/Noxa peptide binding, 2 h; inhibition, % at 21.7 µM; 220,000 compounds, 1.5% hits; AID 1022, 2008;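 active means compounds that cut the protein-peptide binding signal by more than 50% relative to plate controls in a single-dose test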;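 further: His-tagged Mcl-1 with rhodamine Noxa BH3 peptide and terbium anti-His antibody; 0% = Mcl-1 plus Noxa peptide wells and 100% = peptide-only wells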
Target sequence (Q07820 whole entry, looked up): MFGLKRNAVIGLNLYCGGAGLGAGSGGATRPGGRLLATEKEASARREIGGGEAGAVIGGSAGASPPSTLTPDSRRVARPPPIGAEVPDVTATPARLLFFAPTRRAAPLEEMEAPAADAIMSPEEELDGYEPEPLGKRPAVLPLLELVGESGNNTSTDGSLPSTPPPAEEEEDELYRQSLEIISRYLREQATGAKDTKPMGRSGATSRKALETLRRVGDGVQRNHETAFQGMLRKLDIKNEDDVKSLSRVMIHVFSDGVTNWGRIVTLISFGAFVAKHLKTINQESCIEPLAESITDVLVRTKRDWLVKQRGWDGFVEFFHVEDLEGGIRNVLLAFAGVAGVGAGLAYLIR
Rab2 wt GTP: modulators of GTP binding to Rab2A wildtype, primary screen, biochemical, dog, bead-based flow cytometry, multiplex; Ras-related protein Rab-2A (Canis lupus familiaris), P61105; GST-Rab2 wt beads, Bodipy-GTP binding; GTP binding activity, % at 10 µM; 190,000 compounds, 0.19% hits; AID 760, 2007;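 active means GTP binding activity at least 20 points away from 100%, either lowered or raised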;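 further: 0% = beads with excess unlabeled GTP and 100% = no-compound control corrected for plate trend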
ABCG2 inh: ABCG2 efflux pump inhibitors, primary screen, multiplex with ABCB1, IgMXP3 cells, flow cytometry. AID 1325, 2008. Broad substrate specificity ATP-binding cassette transporter ABCG2 (Homo sapiens), Q9UNQ0. JC-1 efflux. inhibition, % at 6.6 µM. 190,000 compounds, 0.1% hits;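 active means inhibition above 80%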;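 further: 0% = DMSO and 100% = nicardipine control wells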
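Measure – % inhibition of efflux relative to nicardipine and DMSO · Test system – ABCG2 IgMXP3 and barcoded ABCB1 CCRF-Adr cell mix · Control set – nicardipine as high control, DMSO as low control · Compound – one concentration, 6.6 µM final · Signal – flow cytometry of retained JC-1 fluorescence · Timing – 10 min exposure at 25 °C with rotation, no wash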
Cdc42 wt: modulators of GTP binding to wildtype Cdc42, primary screen, biochemical, multiplex bead flow cytometry, Bodipy-GTP; Cell division control protein 42 homolog (Homo sapiens), P60953; GST-Cdc42 beads; actives lie on both sides; percent activity (GTP binding), % at 10 µM; 190,000 compounds, 0.2% hits; AID 761, 2007;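 active means percent activity GTP binding at least 20 points away from the 100% baseline, either down as inhibitor or up as activator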;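 further: median bead fluorescence of bound Bodipy-FL-GTP at 100 nM; 0% = excess unlabeled GTP control and 100% = no compound control; below 100% means less GTP binding so inhibitor and above means activator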
Target sequence (P60953 whole entry, looked up): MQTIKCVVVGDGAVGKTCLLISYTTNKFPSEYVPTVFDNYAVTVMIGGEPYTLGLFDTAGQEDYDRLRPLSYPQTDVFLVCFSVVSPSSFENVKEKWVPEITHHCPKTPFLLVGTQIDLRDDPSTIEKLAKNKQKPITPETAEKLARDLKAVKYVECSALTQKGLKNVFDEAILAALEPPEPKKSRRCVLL
Rab7 wt GTP bind: modulators of GTP binding to Rab7, primary screen, biochemical, wildtype, multiplex bead flow cytometry; AID 758, 2007; GTP binding activity (percent of control), % at 10 µM; 190,000 compounds, 0.055% hits; GST-Rab7 beads, fluorescent GTP binding; actives lie on both sides; untreated = 100%, excess cold GTP = 0%;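 active means fluorescent GTP binding to Rab7 beads changed by at least 20 points from the 100% baseline, either direction, mostly lower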;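 further: median green fluorescence of bound Bodipy-FL-GTP per Rab7 bead population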
Pf gametocyte: late stage P. falciparum gametocyte viability inhibitors, primary screen, ATP luminescence, HTS | P. falciparum stage V gametocytes, 24 h | inhibition, % at 10.9 µM | 150,000 compounds, 0.065% hits;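 active means inhibition above the mean plus 3 SD of compounds within the control limits, set per campaign, cut at about 38% in these data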;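 further: 0% = DMSO wells and 100% = medium only without gametocytes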
ABCB1 inh: ABCB1 efflux pump inhibitors, primary screen, cell-based, multiplex, flow cytometry, ABCG2 counter-screen | ATP-dependent translocase ABCB1 (Homo sapiens), P08183 | CCRF-Adr cells, JC-1 efflux | inhibition, % at 6.6 µM | 190,000 compounds, 0.067% hits; in the data active means inhibition above about 40%;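 further: 0% = vehicle and 100% = reference inhibitor; higher value means more JC-1 retained so stronger ABCB1 efflux block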
Rac1 mut GTP: GTP binding modulators of activated mutant Rac1, primary screen, biochemical, bead-based flow cytometry, multiplex, fluorescent GTP; percent activity (GTP binding), % at 10 µM; 190,000 compounds, 0.11% hits; GST-Rac1 activated beads; actives lie on both sides; 100% means binding = to untreated wells;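 active means GTP binding at least 20 percentage points away from the 100% baseline, in either direction, so actives lie on both sides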
HRas wt GTP: modulators of GTP binding to HRas wildtype, primary screen, biochemical, bead-based flow cytometry, multiplex; GTPase HRas (Homo sapiens), P01112; GST-Ras wt beads, Bodipy-FL-GTP binding; actives lie on both sides; GTP binding activity, % at 10 µM; 190,000 compounds, 0.14% hits;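 active means GTP binding activity at least 20% away from the 100% baseline, either lowered as inhibitor or raised as activator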;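 further: 0% = unlabeled GTP competition control and 100% = no-compound control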
Target sequence (P01112 whole entry, looked up): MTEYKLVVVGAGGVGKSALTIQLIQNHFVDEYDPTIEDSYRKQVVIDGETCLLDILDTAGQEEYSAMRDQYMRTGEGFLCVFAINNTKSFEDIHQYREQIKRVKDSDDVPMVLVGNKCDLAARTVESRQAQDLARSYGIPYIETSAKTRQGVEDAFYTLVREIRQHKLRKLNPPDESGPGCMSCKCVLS
* marks the source's active call; other numbers are inactive results.

What do the screens show for `O=C(Nc1cccc(-c2cc3ccccc3oc2=O)c1)c1ccc(Br)o1`?
Rac1 wt GTP bind: 108.0; Avidin bead fluor: 8; Mcl1 Noxa PPI: -0.2; Rab2 wt GTP: 94.0; ABCG2 inh: 2.9; Cdc42 wt: 99.0; Rab7 wt GTP bind: 99.0; ABCB1 inh: 0.9; Rac1 mut GTP: 99.0; HRas wt GTP: 99.0

Results for Cc1ccc2nc(-c3ccc(NC(=O)Cc4cccs4)cc3)[nH]c2c1 ?
Rac1 wt GTP bind: 98.0; Avidin bead fluor: 10; Mcl1 Noxa PPI: -5.1; Rab2 wt GTP: 98.0; ABCG2 inh: 1.4; Cdc42 wt: 97.0; Rab7 wt GTP bind: 100.0; Pf gametocyte: 25.5; ABCB1 inh: -0.1; Rac1 mut GTP: 97.0; HRas wt GTP: 98.0

How did CN(C)N1C(N)=C(C#N)C(c2cccnc2)C2=C1CCCC2=O (centres undefined) do in these assays?
Rac1 wt GTP bind: 103.0; Avidin bead fluor: 6; Mcl1 Noxa PPI: 13.9; Rab2 wt GTP: 102.0; ABCG2 inh: 1.2; Cdc42 wt: 100.0; Rab7 wt GTP bind: 100.0; ABCB1 inh: 0.1; Rac1 mut GTP: 102.0; HRas wt GTP: 98.0

Results for CCn1nnc2c(=O)oc3ccccc3c21 ?
Rac1 wt GTP bind: 86.0; Avidin bead fluor: 6; Mcl1 Noxa PPI: 12.1; Rab2 wt GTP: 93.0; ABCG2 inh: -0.1; Cdc42 wt: 88.0; Rab7 wt GTP bind: 97.0; ABCB1 inh: 0.0; Rac1 mut GTP: 90.0; HRas wt GTP: 91.0

How did CC1C=CC(C)C(C(=O)O)C1C(=O)O (centres undefined) do in these assays?
Rac1 wt GTP bind: 103.0; Avidin bead fluor: 6; Mcl1 Noxa PPI: 15.8; Rab2 wt GTP: 98.0; ABCG2 inh: -0.1; Cdc42 wt: 99.0; Rab7 wt GTP bind: 99.0; ABCB1 inh: 0.2; Rac1 mut GTP: 96.0; HRas wt GTP: 99.0

How did O=C(Nc1nccs1)c1ccc(-c2ccc([N+](=O)[O-])cc2)o1 do in these assays?
Rac1 wt GTP bind: 95.0; Avidin bead fluor: 10; Mcl1 Noxa PPI: 65.5*; Rab2 wt GTP: 95.0; ABCG2 inh: 2.3; Cdc42 wt: 94.0; Rab7 wt GTP bind: 92.0; Pf gametocyte: 12.8; ABCB1 inh: -0.2; Rac1 mut GTP: 93.0; HRas wt GTP: 95.0

What do the screens show for `O=C(NCc1ccccc1)Nc1cccn(Cc2ccc(Cl)cc2)c1=O`?
Rac1 wt GTP bind: 102.0; Avidin bead fluor: 10; Mcl1 Noxa PPI: 8.2; Rab2 wt GTP: 99.0; ABCG2 inh: 3.1; Cdc42 wt: 98.0; Rab7 wt GTP bind: 99.0; Pf gametocyte: -26.3; ABCB1 inh: 0.8; Rac1 mut GTP: 96.0; HRas wt GTP: 100.0

Results for O=C(Cc1ccccc1F)Nc1nc(-c2cccs2)cs1 ?
Rac1 wt GTP bind: 99.0; Avidin bead fluor: 14; Mcl1 Noxa PPI: 11.6; Rab2 wt GTP: 98.0; ABCG2 inh: 6.1; Cdc42 wt: 98.0; Rab7 wt GTP bind: 102.0; ABCB1 inh: 0.8; Rac1 mut GTP: 96.0; HRas wt GTP: 99.0

What do the screens show for `CCOC(=O)c1sc(NC(=O)CN2CCCC2)c(C(=O)OCC)c1C`?
Rac1 wt GTP bind: 100.0; Avidin bead fluor: 27; Mcl1 Noxa PPI: -0.8; Rab2 wt GTP: 96.0; ABCG2 inh: 21.0; Cdc42 wt: 95.0; Rab7 wt GTP bind: 99.0; Pf gametocyte: -55.5; ABCB1 inh: 3.0; Rac1 mut GTP: 96.0; HRas wt GTP: 98.0

What do the screens show for `COc1ccc(-c2cc(C3CC3)nc(SCC(=O)c3cccs3)c2C#N)cc1`?
Rac1 wt GTP bind: 100.0; Avidin bead fluor: 12; Mcl1 Noxa PPI: -80.8; Rab2 wt GTP: 96.0; ABCG2 inh: 5.0; Cdc42 wt: 99.0; Rab7 wt GTP bind: 97.0; ABCB1 inh: 0.9; Rac1 mut GTP: 98.0; HRas wt GTP: 97.0

What do the screens show for `CC(C)(C)NC(=O)COc1ccc(CNc2ccc3[nH]c(=O)[nH]c3c2)cc1`?
Rac1 wt GTP bind: 100.0; Avidin bead fluor: 10; Mcl1 Noxa PPI: 24.0; Rab2 wt GTP: 97.0; ABCG2 inh: 3.0; Cdc42 wt: 99.0; Rab7 wt GTP bind: 97.0; Pf gametocyte: -12.3; ABCB1 inh: 0.5; Rac1 mut GTP: 97.0; HRas wt GTP: 99.0

Results for COc1cccc(CC2(CO)CCCN(Cc3ccc4c(c3)OCCO4)C2)c1 (centres undefined) ?
Rac1 wt GTP bind: 99.0; Avidin bead fluor: 2; Mcl1 Noxa PPI: -15.1; Rab2 wt GTP: 98.0; ABCG2 inh: 6.1; Cdc42 wt: 99.0; Rab7 wt GTP bind: 100.0; ABCB1 inh: 5.1; Rac1 mut GTP: 98.0; HRas wt GTP: 101.0

What do the screens show for `Cc1ncoc1C(=O)NCc1ccccc1Cl`?
Rac1 wt GTP bind: 106.0; Avidin bead fluor: 15; Mcl1 Noxa PPI: 1.9; Rab2 wt GTP: 101.0; ABCG2 inh: 20.0; Cdc42 wt: 102.0; Rab7 wt GTP bind: 100.0; ABCB1 inh: -1.3; Rac1 mut GTP: 100.0; HRas wt GTP: 98.0

Results for O=C(CSCc1cccc(CSCC(=O)Nc2ccc3ccccc3c2)n1)Nc1ccc2ccccc2c1 ?
Rac1 wt GTP bind: 99.0; Avidin bead fluor: 5; Mcl1 Noxa PPI: -2.4; Rab2 wt GTP: 96.0; ABCG2 inh: -3.9; Cdc42 wt: 93.0; Rab7 wt GTP bind: 100.0; ABCB1 inh: -2.2; Rac1 mut GTP: 93.0; HRas wt GTP: 97.0

How did Cc1ccc2occ(/C=C/C(=O)O)c(=O)c2c1 do in these assays?
Rac1 wt GTP bind: 97.0; Avidin bead fluor: 13; Mcl1 Noxa PPI: -15.9; Rab2 wt GTP: 100.0; ABCG2 inh: -0.3; Cdc42 wt: 100.0; Rab7 wt GTP bind: 98.0; Pf gametocyte: 23.4; ABCB1 inh: -0.3; Rac1 mut GTP: 96.0; HRas wt GTP: 101.0

Results for COc1ccc(S(=O)(=O)N2CCCCCC2)cc1N(C)S(=O)(=O)c1ccc(Cl)cc1 ?
Rac1 wt GTP bind: 94.0; Avidin bead fluor: 10; Mcl1 Noxa PPI: -8.9; Rab2 wt GTP: 95.0; ABCG2 inh: 5.4; Cdc42 wt: 95.0; Rab7 wt GTP bind: 96.0; ABCB1 inh: 1.7; Rac1 mut GTP: 95.0; HRas wt GTP: 99.0

Results for N=c1c2c(-c3ccccc3)c(-c3ccccc3)oc2ncn1CCN1CCOCC1 ?
Rac1 wt GTP bind: 101.0; Avidin bead fluor: 11; Mcl1 Noxa PPI: -14.8; Rab2 wt GTP: 99.0; ABCG2 inh: 1.1; Cdc42 wt: 102.0; Rab7 wt GTP bind: 99.0; ABCB1 inh: 0.6; Rac1 mut GTP: 102.0; HRas wt GTP: 102.0

How did COc1ccc(S(=O)(=O)N2CCC(=O)N2)cc1 do in these assays?
Rac1 wt GTP bind: 105.0; Avidin bead fluor: 26; Mcl1 Noxa PPI: 3.6; Rab2 wt GTP: 104.0; ABCG2 inh: -0.1; Cdc42 wt: 106.0; Rab7 wt GTP bind: 103.0; Pf gametocyte: 16.7; ABCB1 inh: -0.2; Rac1 mut GTP: 102.0; HRas wt GTP: 104.0

Results for Cc1c(Cl)cccc1NC(=O)CSc1nc2c(c(=O)[nH]1)CCCC2 ?
Rac1 wt GTP bind: 102.0; Avidin bead fluor: 17; Mcl1 Noxa PPI: 2.8; Rab2 wt GTP: 100.0; ABCG2 inh: 13.5; Cdc42 wt: 101.0; Rab7 wt GTP bind: 98.0; ABCB1 inh: 2.0; Rac1 mut GTP: 98.0; HRas wt GTP: 100.0

Results for COc1ccc(CN(Cc2ccccn2)C(=O)CN2C(=O)C(C)Oc3ccccc32)cc1 (centres undefined) ?
Rac1 wt GTP bind: 95.0; Avidin bead fluor: 8; Mcl1 Noxa PPI: 17.1; Rab2 wt GTP: 95.0; ABCG2 inh: 1.9; Cdc42 wt: 97.0; Rab7 wt GTP bind: 96.0; ABCB1 inh: 1.1; Rac1 mut GTP: 94.0; HRas wt GTP: 97.0

How did O=C(c1cc([N+](=O)[O-])ccc1N1CCCC1)N1CCCC1 do in these assays?
Rac1 wt GTP bind: 103.0; Avidin bead fluor: 7; Mcl1 Noxa PPI: 1.3; Rab2 wt GTP: 101.0; ABCG2 inh: 0.6; Cdc42 wt: 101.0; Rab7 wt GTP bind: 106.0; Pf gametocyte: -3.4; ABCB1 inh: 0.1; Rac1 mut GTP: 96.0; HRas wt GTP: 102.0

Results for O=S(=O)(Cc1cc(-c2ccccc2)no1)c1ccccc1 ?
Rac1 wt GTP bind: 99.0; Avidin bead fluor: 10; Mcl1 Noxa PPI: 15.2; Rab2 wt GTP: 95.0; ABCG2 inh: 6.0; Cdc42 wt: 97.0; Rab7 wt GTP bind: 100.0; Pf gametocyte: 14.0; ABCB1 inh: 0.2; Rac1 mut GTP: 94.0; HRas wt GTP: 95.0

Results for Cc1ccc(NC(=O)CN(C)C(=O)/C=C/c2cccc(F)c2)cc1 ?
Rac1 wt GTP bind: 90.0; Avidin bead fluor: 11; Mcl1 Noxa PPI: 7.2; Rab2 wt GTP: 93.0; ABCG2 inh: 13.5; Cdc42 wt: 92.0; Rab7 wt GTP bind: 92.0; Pf gametocyte: 10.2; ABCB1 inh: 1.1; Rac1 mut GTP: 93.0; HRas wt GTP: 93.0
